Compound activity deposited in PubChem BioAssay by National Center for Advancing Translational Sciences (NCATS).
ELG1 repair inh: inhibitors of ELG1-dependent DNA repair in HEK293T cells | Potency, µM (top dose mostly 46.1 µM), for inactives: at the highest dose activity change, negative = inhibition, most hits filed as inhibitors | HEK293T ELG1-luciferase reporter, luminescence, 16 h; DNA damage induced by 5-fluorouridine | AID 504467 | 330,000 tested, 2.3% active; further: potency means the concentration at half of the fitted maximal effect; on the % scale 0 is the no-effect control and ±100 the full control effect; nearly all actives have a fitted effect of over 55% in size
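HEK293T cells expressing luciferase-tagged ELG1 (2,000/well) received 5-Fluorouridine plus compound or DMSO for 16 hr at 37 °C. Luciferase was read by ONE-Glo luminescence after 30 min at room temperature.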
Integrin act MD: activators of alpha7 integrin expression for muscular dystrophy; alpha7betagal myoblasts, beta-gal FDG fluorescence, 48 h; AID 624291; 350,000 tested, 0.064% active; Potency, µM (top dose mostly 38.3 µM), for the others: at the highest dose activation, most hits filed as activators;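 further: potency means the concentration at half of the fitted maximal effect; 100% = response of the positive control SU9516; nearly all actives have a fitted effect of over 60% in size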
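Alpha7betagal+/- myoblasts (passage 13) were plated 16-24 hr, then exposed to compounds (1:260 dilution of DMSO stock) for 48 hours at 37C. After MPER lysis, β-galactosidase reporter activity was read as FDG fluorescence (ex 480/em 540) after 30 minutes.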
MLL CXXC-DNA inh: MLL CXXC-DNA interaction inhibition; Q03164; MLL-CXXC / FITC-HOXA9 DNA fluorescence polarization; Potency, µM (titrated, usually from 115 µM), for the others: at the highest dose activity change, negative = inhibition, actives largely listed as inhibitors; AID 2662; 290,000 tested, 0.037% active; active means well fitted inhibition curve with a large enough effect in the polarisation, with a control signal flat, not every such curve was filed as active; inconclusive means small, poorly fitted or top-dose-only effect, or effect the other way, or a change in a side signal; inactive means no such curve, though single readings can be large or run the other way; the % refers to the polarisation; further: potency means the concentration at half of the fitted maximal effect
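Purified MLL-CXXC (added from a 7 uM solution) was preincubated 5 min at ambient with pinned compounds in 50 mM Tris-HCl pH 7.5, 50 mM NaCl, 1 mM DTT, 0.05% BSA. Fluorescein-labeled HOX-A9 DNA (50 nM solution) followed, 30 min, then polarization read.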
A-T KAP1 phos: potential ataxia-telangiectasia treatment. […] A-T fibroblasts, KAP-1 phosphorylation AlphaLISA; neocarzinostatin DNA damage 30 min before lysis. Potency, µM (titrated, usually from 57.5 µM), for inactives: at the highest dose activation, most hits filed as activators. 320,000 tested, 0.19% active. AID 485349; further: potency means the concentration at half of the fitted maximal effect; % of control where 0% means no effect; nearly all actives have a fitted effect of over 45% in size
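hTERT-immortalized A-T patient fibroblasts ([…]), 500 cells/well in OPTI-MEM, 1% FBS, got compounds for 60 min, then NCS for 30 min at 37C. Lysates were then assayed for phospho-KAP-1 by AlphaLISA (anti-pKAP1 donor, anti-KAP1 acceptor beads), 6 hr at 25C.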
TSG101-PTAP inh: blocks PTAP/TSG101 interaction to inhibit HIV-1 budding | Q99816 | Fluorescence polarization, FITC-PTAP peptide / Tsg101 binding | Potency, µM (doses to about 115 µM), for the others: at the top dose activity change, negative = inhibition, actives largely listed as inhibitors | 340,000 tested, under 10 active; active means well fitted inhibition curve with a large enough effect in the main read-out, with a control signal flat, not every such curve was filed as active; inconclusive means small, poorly fitted or top-dose-only effect, or effect the other way, or a change in a side signal; inactive means no such curve, though single readings can be large or run the other way; further: potency means the concentration at half of the fitted maximal effect; % of control where 0% means no effect
Target sequence (Q99816 whole entry, looked up): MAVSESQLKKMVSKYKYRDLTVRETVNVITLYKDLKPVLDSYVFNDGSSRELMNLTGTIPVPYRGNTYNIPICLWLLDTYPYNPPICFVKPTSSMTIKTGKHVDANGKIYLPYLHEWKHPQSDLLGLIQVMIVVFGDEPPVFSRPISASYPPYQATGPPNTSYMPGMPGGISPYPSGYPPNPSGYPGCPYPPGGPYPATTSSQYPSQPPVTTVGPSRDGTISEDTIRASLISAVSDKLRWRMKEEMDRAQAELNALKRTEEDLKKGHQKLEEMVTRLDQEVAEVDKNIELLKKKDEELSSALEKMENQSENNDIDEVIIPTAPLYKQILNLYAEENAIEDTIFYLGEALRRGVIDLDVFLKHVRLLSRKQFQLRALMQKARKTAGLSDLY
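Fluorescence polarization binding of Tsg101 binding domain (10 uM final) to FITC-labeled PTAP peptide (50 nM final) in HEPES pH 7.5 buffer with NaCl, Tween 20, EDTA, TCEP. Compounds added before peptide; binding 20 min at RT.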
p53 reactivation: mutant p53 re-activation in reporter cells | H1299 p53-A138V BP100-luciferase reporter, luminescence, 24 h | Potency, µM (doses to about 92.2 µM), inactives show at the highest dose activity change, positive = activation, most hits filed as activators | 320,000 tested, 0.063% active; further: potency means the concentration at half of the fitted maximal effect; % of control where 0% means no effect; nearly all actives have a fitted effect of over 45% in size
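p53-null H1299 cells stably carrying temperature-sensitive p53-A138V and a BP100-luciferase reporter were pinned with compounds (4-point, 1:5 series) and held 24 hrs at 37 deg C. Luminescence was read 10 min after detection reagent.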
B2AR arrestin: beta2AR (human) beta-arrestin recruitment activity | AID 492947 | beta-arrestin recruitment to beta2AR, cell-based reporter | 330,000 tested, 0.02% active | P07550 | Potency, µM (series often up to 46.1 µM), for the others: at the top dose activation, actives largely listed as activators;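 further: potency means the concentration at half of the fitted maximal effect; 0% = DMSO controls and full agonism = EC100 isoproterenol or metaproterenol; nearly all actives have a fitted effect of over 65% in size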
Target sequence (P07550 whole entry, looked up): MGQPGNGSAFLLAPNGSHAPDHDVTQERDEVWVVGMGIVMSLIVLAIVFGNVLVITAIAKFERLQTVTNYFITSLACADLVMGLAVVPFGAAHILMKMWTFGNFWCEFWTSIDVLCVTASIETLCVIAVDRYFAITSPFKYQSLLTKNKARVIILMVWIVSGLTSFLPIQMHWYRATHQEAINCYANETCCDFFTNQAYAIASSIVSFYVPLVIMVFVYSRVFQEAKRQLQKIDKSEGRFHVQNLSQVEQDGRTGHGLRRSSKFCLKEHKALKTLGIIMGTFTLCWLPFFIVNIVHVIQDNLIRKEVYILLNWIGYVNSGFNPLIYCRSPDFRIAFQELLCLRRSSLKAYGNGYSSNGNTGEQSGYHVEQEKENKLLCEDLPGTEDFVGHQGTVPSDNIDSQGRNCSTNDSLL
TCR activator: T cell receptor activation | primary human leukocytes, anti-CD3, IL-2 HTRF, 48 h | Potency, µM (doses to about 9.22 µM), for the others: at the top dose activation of IL-2 secretion, usual class: activators | 330,000 tested, under 10 active | AID 504894; further: % of control where 0% means no effect
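HTRF read-out of IL-2 secretion: europium cryptate donor excited at 320nm, d2 acceptor emission at 665nm. Cells were primary human leukocytes incubated 48 hr with compounds and a-CD3 beads, supplying TCR signal only.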
BRCA1 expr act: increases BRCA1 expression. MCF7-BRCA1-FFLuc reporter, luminescence, 48 h; response scale: scaled: vehicle 0%, 10 µM genistein 100%. 380,000 tested, 1.1% active. AID 624202. Potency, µM (series often up to 46.1 µM), inactives show at the highest dose activation, hits mostly activators; further: potency means the concentration at half of the fitted maximal effect; nearly all actives have a fitted effect of over 80% in size; some results filed as inactive show a strong effect at the top dose
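MCF7-BRCA1-FFLuc cells, 2000/well in phenol-red-free MEM, attached 2 h then treated 48 h at 37 C. Luciferase luminescence read 15 min after reagent; normalized to genistein maximum activation (10microM) and DMSO, concentration-response fitted.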
TRPV1 agonist: activates the human vanilloid receptor TRPV1; activation, % at 8.33 µM; 320,000 tested, 0.19% active; TRPV1-expressing cells, Fluo-8 calcium influx, agonist mode; AID 540275; in the data active means activation above about 80%; inconclusive means between about 30% and that limit; further: 0% is about no effect
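Fluo-8 calcium influx in TRPV1-expressing cells, kinetic read (ex 480/em 520 nm). Compound added and read 3 min for agonist activity, followed by capsaicin at EC20 final and 2 min further read for enhancement.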
* marks the source's active call; other numbers are inactive results; ? = inconclusive; . = not tested or not shown; & = joins results of further samples; [ ] = remark or other dose. Unless noted, the call rests on the fitted dose curve; in most records, active means well fitted curve in the direction sought with a large enough effect; inconclusive means small, poorly fitted or top-dose-only effect, or another doubt; inactive means no such curve, though single readings can be large; an effect the other way counts as inactive or inconclusive.

(1) CC(C)OC(=O)C1C2C=CC3(CN(C(C)c4ccc(Br)cc4)C(=O)C13)O2 (configuration not stated)
(2) CC(=O)Nc1ccc(S(=O)(=O)NC(CC(=O)O)c2ccc(OC(C)C)cc2)cc1 (configuration not stated)
(3) O=C(c1cc2ccccc2oc1=O)N(Cc1ccc(F)cc1)C1CCS(=O)(=O)C1 (configuration not stated)
(4) COc1ccc(CC(=O)O/N=C(\N)Cc2cccc3ccccc23)cc1
(5) Cc1cc(C)n(-c2ccc(C(=O)OCC(=O)Nc3ccc(S(=O)(=O)N4CCOCC4)cc3)cc2)n1
(6) COc1ccc(C=NCC2COc3ccccc3O2)cc1OC (configuration not stated)
(7) Cc1ccc(NC(=O)CS(=O)CC(=O)NC(C)CCc2ccco2)cc1Cl (configuration not stated)
(8) O=C1c2ccc3c4c(ccc(c24)C(=O)N1c1cccc(O)c1)CC3
(9) COC(=O)c1ccc2[nH]c3c(c2c1)CC(C)CC3 (configuration not stated)
(10) ON=C1c2ccccc2-c2cc(Br)ccc21

assay / entry | 1 | 2 | 3 | 4 | 5 | 6 | 7 | 8 | 9 | 10
p53 reactivation | -7% | -2% | 22% | -2% | 2% | 0% | -1% | 1% | . | .
Integrin act MD | 5% | -28% | -4% | 21% | -10% | -28% | 23% | 22% | 32% | ?
TSG101-PTAP inh | 0% | -6% | -2% | 1% | -5% | -8% | -4% | 1% | -7% | -4%
BRCA1 expr act | -4% | 2% | 103% | -12% | 3% | 11% | -15% | 43% | -3% | -44%
B2AR arrestin | -0.1% | 0.5% | 4.2% | -0.4% | 0.4% | -0.2% | 0.1% | 0.1% | 0.4% | .
TCR activator | -9% | 3% | 6% | -1%[46.1 µM] | 1% | 7% | -6% | -2% | 2% | 5%
ELG1 repair inh | 0% | -4% | ? | 2% | -16% | 29% | 3% | 13% | ? | .
MLL CXXC-DNA inh | -9% | 0% | 1% | 43%[activator] | -4% | -15% | -3% | 8% | 2% | .
A-T KAP1 phos | 5% | -3% | -4% | 7% | -6% | . | -4% | 1% | 2% | .
TRPV1 agonist | . | -2 | -4 | 6 | 2 | 5 | 18 | 1 | 30 | .

(11) NC(=O)c1ccccc1OCC(=O)N1CCCC1c1ccc2c(c1)OCCCO2 (configuration not stated)
(12) CCCCCCN1CC(O)=C(c2nc3ccccc3[nH]2)C1=N
(13) Cc1ccnc(NC(=O)c2ccc(S(=O)(=O)N3CCCCCC3)cc2)c1
(14) O=C1C2C3C=CC(C3=C3CCCCC3)C2C(=O)N1c1ccccc1 (configuration not stated)
(15) Cc1[nH]n(-c2ccccc2)c(=O)c1N=Nc1cccc(C(=O)O)c1
(16) OC1(c2ccccc2)CNCCc2ccccc21 (configuration not stated)
(17) CCCOc1ccc(CSCCNC(=S)Nc2ccccc2)cc1
(18) COc1ccc(N=C2C(=Nc3ccc(OC)cc3)N(c3ccccc3)C(=S)N2C(=O)c2ccc(Cl)cc2)cc1
(19) CCCCNS(=O)(=O)c1ccc2nc(SCC(=O)Nc3ccccc3Cl)[nH]c2c1
(20) Oc1ccc(C=NN=C2c3ccccc3-c3ccccc32)c(O)c1

assay / entry | 11 | 12 | 13 | 14 | 15 | 16 | 17 | 18 | 19 | 20
p53 reactivation | -6% | 11% | ? | -2% | -12% | -5% | 0% | ? | 1% | .
Integrin act MD | 0% | 1% | 13% | -29% | -27% | 2% | -48%[inhibitor] | 19% | 19% | -16%
TSG101-PTAP inh | -3% | -1% | -1% | 1% | -3% | -5% | -3% | 1% | -1% | -1%
BRCA1 expr act | -17% | 2% | 70% | -11% | -98%[inhibitor] | 10% | -60% | 1%[1.84 µM] | -37% | -78%
B2AR arrestin | -0.2% | 0.1% | 0.2% | -0.8% | 0.4% | 0.2% | 0.0% | -0.2% | 6.1% | .
TCR activator | -2% | . | 3% | -14% | -1% | -3% | 0%[46.1 µM] | -6%[46.1 µM] | -6%[46.1 µM] | -1%
ELG1 repair inh | 27% | ? | ? | -12% | ? | -13% | ? | ? | ? | .
MLL CXXC-DNA inh | . | -5% | . | -3% | ? | -1% | 16% | 1% | 3% | .
A-T KAP1 phos | 7% | 3% | 7% | -1% | -2% | 20% | 2% | 4% | 5% | .
TRPV1 agonist | 0 | 2 | 26 | 19 | -1 | -6 | ? | 2 | 11 | .

(21) O=[N+]([O-])c1ccc2n[nH]nc2c1
(22) CCOC(=O)c1oc2ccccc2c1COC(=O)CNC(=O)c1ccc(C)cc1
(23) COc1ccccc1OCCCn1c(=O)sc2ccccc21
(24) Cc1c(C(=O)NN)nn(-c2ccc(F)cc2)c(=O)c1C#N
(25) Cc1ccc(C(=O)NCCNS(C)(=O)=O)cc1
(26) CC(=O)N1CCCc2ccc(NS(=O)(=O)c3ccc(C)cc3)cc21
(27) CC12CCC(C(=O)CC1=O)C2(C)C (configuration not stated)
(28) CC(=O)c1cn(CC(=O)Nc2ccccc2)c2ccccc12
(29) CC(C)NC(=O)COC(=O)C1CSC2(c3ccc(Br)cc3)CCC(=O)N12 (configuration not stated)
(30) COC(=O)C1C(=O)c2c([nH]c(C(=O)OC3CCCCCC3)c2C)CC1C (configuration not stated)

assay / entry | 21 | 22 | 23 | 24 | 25 | 26 | 27 | 28 | 29 | 30
p53 reactivation | 2% | 7% | 14% | -3% | 4% | -4% | . | 3% | -4% | 4%
Integrin act MD | 1% | -16% | 3% | -12% | 33% | -18% | 12% | 9%[7.66 µM] | -6% | -7%
TSG101-PTAP inh | -2% | -7% | -4% | -6% | -3% | 4% | 1% | -8% | -3% | -3%
BRCA1 expr act | -17%&15% | -3% | ? | -13% | 30% | -75% | -8% | -69% | 10% | ?
B2AR arrestin | 0.0% | 0.4% | -0.7% | 0.6% | 0.1% | 7.0% | . | 0.0% | 0.0% | -0.2%
TCR activator | -22% | 1% | 1% | 5% | -1% | -1% | 1% | . | -5% | 7%
ELG1 repair inh | 6% | 2% | ? | 16% | 0% | 19% | . | -3% | -6% | ?
MLL CXXC-DNA inh | -8% | . | -2% | -3% | 0% | . | . | 4% | 14% | 0%
A-T KAP1 phos | 5% | 5% | 9% | 49% | -3% | 6% | . | -4% | 1% | 1%
TRPV1 agonist | -1 | ? | 1 | -7 | -9 | -7 | . | -4 | -2 | ?

(31) O=C(Nc1ccc(F)cc1)c1ccccc1CC[N+](=O)[O-]
(32) CN(C)S(=O)(=O)N1CCCC(C(=O)c2ccc(-c3ccccc3)cc2)C1 (configuration not stated)
(33) CCC(C)NC(=O)CSc1nnc(-c2cc(-c3ccc(C)cc3)nc3ccccc23)n1N (configuration not stated)
(34) CCN(CC)c1cc2nonc2c2nonc12
(35) O=C(CCl)NC(Cc1ccccc1)c1ccccc1 (configuration not stated)
(36) CCCOC(=O)c1ccc(NC(=O)c2cc(=O)[nH]c3ccccc23)cc1

assay / entry | 31 | 32 | 33 | 34 | 35 | 36
p53 reactivation | -3% | 1% | 1% | 3% | -14% | -3%
Integrin act MD | 15% | -323%[inhibitor] | -18% | ? | -54%[inhibitor] | -28%
TSG101-PTAP inh | -6% | 2% | -9% | -4% | -3% | -1%
BRCA1 expr act | -4% | -31% | 6% | 4% | -31% | 7%
B2AR arrestin | -1.2% | 0.2% | -0.4% | -0.5% | 0.2% | -0.4%
TCR activator | 5% | 0% | 0% | 5% | -2% | -3%
ELG1 repair inh | 11% | -11% | ? | 12% | ? | 6%
MLL CXXC-DNA inh | 4% | -23% | 0% | 18% | -5% | 6%
A-T KAP1 phos | -4% | 0% | 1% | 5% | -1% | -7%
TRPV1 agonist | -3 | 4 | 4 | 9 | 9 | 7

Record cards, from the list above:
Entry for CC(C)OC(=O)C1C2C=CC3(CN(C(C)c4ccc(Br)cc4)C(=O)C13)O2 (configuration not stated) → p53 reactivation: -7%; Integrin act MD: 5%; TSG101-PTAP inh: 0%; BRCA1 expr act: -4%; B2AR arrestin: -0.1%; TCR activator: -9%; ELG1 repair inh: 0%; MLL CXXC-DNA inh: -9%; A-T KAP1 phos: 5%; TRPV1 agonist: .
Entry for Cc1[nH]n(-c2ccccc2)c(=O)c1N=Nc1cccc(C(=O)O)c1 → p53 reactivation: -12%; Integrin act MD: -27%; TSG101-PTAP inh: -3%; BRCA1 expr act: -98%[inhibitor]; B2AR arrestin: 0.4%; TCR activator: -1%; ELG1 repair inh: ?; MLL CXXC-DNA inh: ?; A-T KAP1 phos: -2%; TRPV1 agonist: -1
Entry for Cc1ccnc(NC(=O)c2ccc(S(=O)(=O)N3CCCCCC3)cc2)c1 → p53 reactivation: ?; Integrin act MD: 13%; TSG101-PTAP inh: -1%; BRCA1 expr act: 70%; B2AR arrestin: 0.2%; TCR activator: 3%; ELG1 repair inh: ?; MLL CXXC-DNA inh: .; A-T KAP1 phos: 7%; TRPV1 agonist: 26
